ADAM10 inh: ADAM10 inhibition, QFRET primary screen; O14672; AID 720582; inhibition, % at 7 µM; recombinant ADAM10, EDANS/DABCYL FRET peptide cleavage, 3 h; 0.62% of 370,000 active;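 active means inhibition above a per-campaign cutoff equal to the mean of compounds falling between control-based bounds plus 3 SD, cut at about 20% in these data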;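 further: 0% = DMSO wells while the 100% control is not disclosed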
ARFGAP1 inh: rat ARFGAP1 inhibition | Q62848 | Arfgap1-stimulated ARF1 GTP hydrolysis, GDP FP detection | inhibition, % at 16.5 µM | 0.26% of 360,000 active | AID 651572;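 active means inhibition above a per-plate limit, mean inhibition of low control wells plus 3 SD, cut at about 25% in these data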;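 further: 0% = DMSO wells with enzyme and 100% = wells lacking Arfgap1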
Target sequence (Q62848 1-136 limits assumed): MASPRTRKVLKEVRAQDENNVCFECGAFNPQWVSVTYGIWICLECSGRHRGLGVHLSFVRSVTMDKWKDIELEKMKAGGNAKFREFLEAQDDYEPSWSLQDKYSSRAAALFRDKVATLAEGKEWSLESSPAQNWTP
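System: truncated rat Arfgap1 GAP domain / Benchmarks: high control wells lacking Arfgap1, low control full reaction with DMSO / Times: compound-enzyme preincubation 20 min, reaction 120 min, detection 60 min, 25 °C / Repeats: one replicate per compound / Also added: human ARF1(Δ1-17)-GTP substrate / Measured by: Tracer-displacement fluorescence polarization with EDTA stop, 620/688 nm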
HGIII-sPLA2 inh: Blocks human group III sPLA2 activity; Q9NZ20; QFRET BODIPY PC-A2 liposome hydrolysis, fluorescence; inhibition, % at 12.2 µM; 0.56% of 370,000 active; AID 743126;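 active means inhibition above mean plus 3 SD of compounds lying within the high and low control bounds, cut at about 19% in these data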;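 further: 0% = median of test compound wells and 100% = no enzyme DMSO wells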
Target sequence (Q9NZ20 whole entry, looked up): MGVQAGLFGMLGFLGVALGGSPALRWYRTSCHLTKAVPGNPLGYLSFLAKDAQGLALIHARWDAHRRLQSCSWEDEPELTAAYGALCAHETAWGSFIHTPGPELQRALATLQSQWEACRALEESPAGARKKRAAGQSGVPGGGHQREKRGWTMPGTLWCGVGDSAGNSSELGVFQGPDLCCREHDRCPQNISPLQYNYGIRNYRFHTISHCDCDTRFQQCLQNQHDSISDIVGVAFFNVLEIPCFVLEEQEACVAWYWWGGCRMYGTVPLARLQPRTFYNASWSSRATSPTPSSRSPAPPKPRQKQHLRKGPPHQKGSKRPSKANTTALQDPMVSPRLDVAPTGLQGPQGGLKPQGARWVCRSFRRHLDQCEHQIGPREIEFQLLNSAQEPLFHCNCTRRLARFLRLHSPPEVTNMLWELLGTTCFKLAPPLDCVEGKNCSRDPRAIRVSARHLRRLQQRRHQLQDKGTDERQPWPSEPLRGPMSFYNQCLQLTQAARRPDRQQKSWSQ
Tn6 DDE FP: inhibitors of Tn6 peptide binding to human fibrin DD(E); P02675; Fibrin DD(E) TRITC-Tn6 fluorescence polarization displacement; inhibition, % at 8.3 µM; 0.21% of 370,000 active;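 active means inhibition above a per-campaign cutoff: mean of compounds within control limits plus 3 SD, cut at about 15% in these data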;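 further: 0% = median of all compound wells on the plate and 100% = blocking peptide control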
GAA850 FXN act: activators of GAA850 frataxin (FXN) promoter. 0.56% of 360,000 active. HEK293 lucGAA850 FXN promoter luciferase reporter, 24 h; percent of 10 µM SAHA response. activation, % at 6 µM;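 active means activation above the average of all compounds screened plus 3 SD, cutoff fixed separately per campaign, cut at about 7.5% in these data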;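 further: 0% = DMSO wells and 100% = 10 µM SAHA wells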
rCAG binder: binds r(CAG) RNA repeats; r(CAG) RNA repeat, TO-PRO-1 dye displacement fluorescence; inhibition, % at 3 µM; 1.3% of 370,000 active;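 active means inhibition above the plate cutoff, the mean of all test compounds on that plate plus 3 SD, cut at about 35% in these data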;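 further: 0% = DMSO alone and 100% = 100 µM mitoxantrone as full dye displacement; higher means more dye released from RNA so lower well fluorescence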
NPR2 activator: GC-B (human) receptor activation; activation, % at 10 µM; 0.11% of 370,000 active; HEK293-GC-B cells, CNP EC30, cGMP TR-FRET; 0% at EC30 CNP, 100% saturating CNP; P20594; AID 1920062;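 active means activation at 10 µM reaching about 35% in either raw or pattern-adjusted values, limit read from the data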
proKLK7 act: activators of human kallikrein-7 zymogen. P49862. purified proKLK7, EDANS-DABCYL substrate fluorescence; 100% is mature enzyme control, 0% vehicle. activation, % at 7 µM. 0.9% of 370,000 active. AID 652039;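 active means activation above the mean of all tested compounds plus 3 SD, computed per campaign excluding outliers beyond control limits, cut at about 13% in these data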
Target sequence (P49862 whole entry, looked up): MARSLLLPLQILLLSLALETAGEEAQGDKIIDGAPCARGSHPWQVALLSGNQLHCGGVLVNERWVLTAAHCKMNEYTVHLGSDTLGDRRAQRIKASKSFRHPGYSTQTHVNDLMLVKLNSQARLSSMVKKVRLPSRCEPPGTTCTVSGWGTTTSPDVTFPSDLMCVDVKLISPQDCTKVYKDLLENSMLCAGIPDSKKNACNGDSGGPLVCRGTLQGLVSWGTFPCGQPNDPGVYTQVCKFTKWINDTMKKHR
NPR1 activator: GC-A (human) enzyme activation; P16066; HEK293 GC-A cells, cGMP TR-FRET, EC30 ANP; 0% at EC30 ANP, 100% saturating ANP; activation, % at 10 µM; 0.14% of 370,000 active; AID 1671463; in the data active means activation above about 40%
ASAP1 GAP inh: inhibitors of human ASAP1 ArfGAP activity. ASAP1-stimulated ARF1 GTP hydrolysis, GDP FP detection. inhibition, % at 16.5 µM. 0.19% of 360,000 active; in the data active means inhibition above about 25%;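 further: 0% = vehicle with enzyme and substrate and 100% = no enzyme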
* marks the source's active call; other numbers are inactive results; i = inactive; x = no result given.

SMILES	ADAM10 inh	ARFGAP1 inh	HGIII-sPLA2 inh	Tn6 DDE FP	GAA850 FXN act	rCAG binder	NPR2 activator	proKLK7 act	NPR1 activator	ASAP1 GAP inh
COc1cc2nc(-c3ccccc3)nc(N3CCCC3)c2cc1OC	0	-1	7	-3	x	5	-13	-0.8	-5	9
CC(C)CCNC(=O)NC(=O)COc1ccccc1C#N	2	-2	-6	-5	3.6	-7	-2	-0.2	-3	-3
COCCCNC(=O)CN(c1cc(Cl)ccc1OC)S(=O)(=O)c1ccc(C)c([N+](=O)[O-])c1	7	6	-9	-2	-0.4	-2	-3	0.0	-2	16
CCOc1ccc(NC(=O)CN2C(=O)COc3ccc(Cl)cc32)cc1	-4	5	-1	-3	-1.2	1	-4	-0.7	0	7
CC(=O)NC1(C(F)(F)F)NC(=O)N(C2CCCCC2)C1=O (stereo not drawn)	4	15	0	-3	-1.9	1	1	0.3	5	7
CCOCC(=O)Nc1ccc2c(c1)OCCO2	3	4	1	-8	-3.4	1	9	0.3	4	-4
Cc1cc2cc(OCC(=O)O)ccc2n1C	-9	6	-5	3	-1.9	9	1	-0.1	0	-21
O=c1[nH]cnc2c1ncn2C1OC(CO)CC1F (stereo not drawn)	-4	-8	-4	0	x	2	6	-0.5	-2	3
Fc1cccc(-c2cc3nc4c(c(N5CCC6(CC5)OCCO6)n3n2)CCCC4)c1	-11	-4	-4	0	-4.0	0	2	0.3	-5	-13
COc1ccc(C)cc1NC(=O)CCN1CCCC1	1	16	1	-4	1.4	0	1	0.1	0	-12
Cc1ccc(NC(=O)c2ccoc2C)cc1C	-8	6	5	0	2.0	6	-2	-0.1	-4	0
COc1ccc(N(CN2C(=O)C3CC=CCC3C2=O)C(=O)c2ccco2)cc1 (stereo not drawn)	-2	3	4	-2	-2.3	-6	-1	0.3	-5	-6
CC(=O)N[C@@H](CC(=O)N[C@H](CCC(=O)O)C(=O)O)C(=O)O	-7	-3	11	6	2.5	-1	2	0.1	4	-8
COc1ccc(-c2c(-c3cc(OC)cc(OC)c3)n(C)c3ccc(-c4cc(F)cc(OC)c4)cc23)cc1	-5	-6	10	4	2.1	2	2	-1.0	-2	2
CCCCc1nn(-c2cc(Cl)ccc2OC)c2c1C(=O)CC(C)(C)C2	0	6	1	4	-2.2	0	-10	0.2	-7	12
Cc1ccc2c(c1)c(C)cc(=O)n2CCC(=O)O	-14	-17	3	6	3.5	-2	2	0.9	-1	-11
COc1ccccc1NC(=O)c1ccc(S(=O)(=O)N2CCCC(C)C2)cc1 (stereo not drawn)	9	7	-8	-2	0.6	-2	-3	1.0	-3	-13
CCNC(=O)CSc1nnc(CN2CCCCCC2=O)n1-c1ccccn1	4	9	7	5	0.8	-1	1	0.0	0	0
O=C(NC(=S)Nc1ccc(C(=O)N2CCOCC2)cc1)c1ccc([N+](=O)[O-])cc1	1	1	1	2	2.6	2	-8	1.1	-2	-4
CC(CCc1ccccc1)N(C)CC(O)c1cccc([N+](=O)[O-])c1 (stereo not drawn)	4	-6	5	10	4.2	-3	0	0.2	-4	-5
O=C(COC(=O)c1ccc(S(=O)(=O)C(F)F)cc1)Nc1ccccc1C(=O)NC1CC1	2	-1	-8	6	0.1	0	-4	-0.2	1	10
CC(C)C(C)NC(=O)CN1C(=O)NC2(CCCCCC2)C1=O (stereo not drawn)	3	3	-4	3	0.3	1	0	0.1	2	7
CCCCNC(=S)NNC(=O)C12CC3CC(CC(C3)C1)C2	4	-12	13	2	1.3	-4	3	0.3	5	12
CCCCNC(=O)CC1N=C2c3ccccc3N=C(SCC(=O)Nc3cccc(C)c3)N2C1=O (stereo not drawn)	-26	-11	-13	-1	-0.2	2	0	-1.1	2	-4
Cc1cccn2cc(-c3cccc(S(=O)(=O)N4CCOCC4)c3)nc12	-9	-3	-1	3	3.8	0	-3	0.5	1	17
CC1(C)CC(NC(=O)C(=O)NCCc2ccccc2)CC(C)(C)N1	-1	-1	6	-6	-0.9	-3	-1	-0.2	3	11
COc1cccc(/C=C/C(=O)OCC(=O)NCC2CCCO2)c1 (stereo not drawn)	-72	8	0	-2	-2.1	-5	3	1.2	-3	9
O=S(=O)(Nc1nc2cc3c(cc2nc1Cl)OCCO3)c1ccccc1	i	-3	-1	-8	0.0	13	-6	4.1	1	-2
CN1C(=O)C(C(=O)Nc2ccccc2F)c2ccccc21 (stereo not drawn)	5	8	-2	5	3.5	6	0	0.6	-2	-8
N#Cc1c(-c2cccs2)cc(-c2cccnc2)nc1N	i	7	-1	6	0.3	3	-3	-2.4	-7	-2
COc1ccc(-c2ccc3c(N)c(C(=O)NC(C)C)sc3n2)cc1OC	-183	-2	1	0	1.5	14	-3	2.4	13	3
COc1ccccc1C(=O)Nc1c2c(nn1-c1ccc(Cl)cc1)CS(=O)(=O)C2	-2	-4	-3	-4	0.9	1	-12	0.0	2	-2
CC(=O)NC1=NN(C(C)=O)C(c2ccccn2)S1 (stereo not drawn)	-5	-6	2	-4	0.5	-4	-11	-0.1	2	0
C=CCn1c2ccccc2c2nnc(SC(CC)C(=O)Nc3nc(C)c(C(=O)OCC)s3)nc21 (stereo not drawn)	0	0	-2	-4	-2.8	2	-3	-0.3	5	-2
COc1cc(C(=O)NCC(=O)Nc2c(C)cccc2C)ccc1OCc1ccccc1	0	-3	-7	8	1.9	0	5	0.9	2	2
CC(=O)Nc1ccccc1NC(=O)c1cc(C)cc(C)c1	-4	3	5	5	1.7	-2	3	0.9	0	-4
Cc1nnc(NC(=O)CSc2nnc(C)n2-c2ccc(F)cc2)s1	-9	-14	-1	5	-1.4	1	0	-0.6	5	-2
CC(C)(C)NC(=O)C(c1ccco1)N(C(=O)c1csnn1)c1ccccc1 (stereo not drawn)	-2	-1	3	5	0.1	21	2	-0.5	-1	-7
O=C(O)Cc1ccc(NC(=S)NCc2ccco2)cc1	-7	3	10	2	0.8	-1	4	-0.2	1	-9
Cc1ccc(CN=c2c([N+](=O)[O-])nn(-c3ccc(Cl)cc3)n2O)cc1	-5	-1	1	2	2.5	4	-1	0.2	23	13
CCCOc1ccc(F)cc1-c1cc(C(=O)NCc2cc(OC)cc(OC)c2)[nH]n1	17	7	-12	-9	1.4	2	11	-0.7	7	8
CCN(CC)S(=O)(=O)c1ccc(C(O)=C(C#N)c2nc3ccccc3n2C)cc1	-9	13	-11	0	0.6	4	3	0.2	-1	3
CON/C=C(\C=Nc1ccc(C(F)(F)F)cc1)c1ncc(C(F)(F)F)cc1Cl	-1	13	0	-4	1.4	-2	1	0.2	2	1
O=C1CCCCCC1C1(O)C(=O)Nc2ccccc21 (stereo not drawn)	0	3	0	4	-0.7	-1	6	0.1	-2	-2
Cc1ccc(N2C(=O)CC(NNc3nc4ccccc4s3)C2=O)cc1C (stereo not drawn)	8	7	-31	0	0.7	6	-4	0.9	1	2
O=C(O)C1CCN(S(=O)(=O)c2ccc(N3CCCC3C(=O)O)c([N+](=O)[O-])c2)CC1 (stereo not drawn)	-2	3	1	4	-1.8	3	0	-0.3	1	0
Cc1ccc(NCC(=O)N/N=C/c2cccc(Br)c2)cc1	-5	2	16	8	0.4	3	-1	0.0	0	4
CN1C/C(=C/c2ccccc2[N+](=O)[O-])C(=O)/C(=C\c2ccccc2[N+](=O)[O-])C1	-30	-3	-5	-5	6.0	8	-1	0.3	8	-14

3 entries already listed, ordered by their value in HGIII-sPLA2 inh, falling.
mol | ADAM10 inh | ARFGAP1 inh | HGIII-sPLA2 inh | Tn6 DDE FP | NPR2 activator | proKLK7 act | NPR1 activator | ASAP1 GAP inh
CC(=O)N[C@@H](CC(=O)N[C@H](CCC(=O)O)C(=O)O)C(=O)O | -7 | -3 | 11 | 6 | 2 | 0.1 | 4 | -8
CON/C=C(\C=Nc1ccc(C(F)(F)F)cc1)c1ncc(C(F)(F)F)cc1Cl | -1 | 13 | 0 | -4 | 1 | 0.2 | 2 | 1
C=CCn1c2ccccc2c2nnc(SC(CC)C(=O)Nc3nc(C)c(C(=O)OCC)s3)nc21 (stereo not drawn) | 0 | 0 | -2 | -4 | -3 | -0.3 | 5 | -2

The main list resumes; the 2 compounds before the break are reprinted first.
SMILES	ADAM10 inh	ARFGAP1 inh	HGIII-sPLA2 inh	Tn6 DDE FP	GAA850 FXN act	rCAG binder	NPR2 activator	proKLK7 act	NPR1 activator	ASAP1 GAP inh
Cc1ccc(NCC(=O)N/N=C/c2cccc(Br)c2)cc1	-5	2	16	8	0.4	3	-1	0.0	0	4
CN1C/C(=C/c2ccccc2[N+](=O)[O-])C(=O)/C(=C\c2ccccc2[N+](=O)[O-])C1	-30	-3	-5	-5	6.0	8	-1	0.3	8	-14
Cc1c(-n2c(O)c(C3=c4ccccc4=NC3=O)sc2=S)c(=O)n(-c2ccccc2)n1C	1	2	6	0	-1.1	1	-5	-0.6	-3	0
CC(C)(C)c1ccc(C(=O)N/N=C/c2ccc(OCCCF)cc2)cc1	-2	4	5	-5	2.3	-2	3	-0.4	4	-11
CCNC(=O)C1(C)CCCN1Cc1ccccc1Cl (stereo not drawn)	-1	1	-1	-3	1.6	-1	-1	0.0	-3	13
CCOC(=O)c1ccc(NC(=O)CSc2nnc(Cc3cccs3)n2C)cc1	15	7	-2	1	-1.9	2	-1	-0.1	-3	-4
c1ccc(-c2nnc(C3CC(c4ccncc4)=NO3)o2)cc1 (stereo not drawn)	0	1	5	7	1.5	3	2	0.0	2	-5
COCCNC(=O)CSc1nc2cc3c(cc2c(=O)n1Cc1ccco1)OCO3	-7	8	1	6	-0.2	0	-3	-0.2	-5	5
CN1C(=O)c2ccccc2C(C(=O)NCCCN2CCCC2=O)C1c1c[nH]c2ccccc12 (stereo not drawn)	-2	7	1	5	x	-5	3	0.5	2	5
O=C(NC(=S)Nc1ccccc1N1CCCC1)c1ccc(F)cc1	-14	2	7	1	-12	10	-3	-0.5	8	1
CC12CC3CC(C)(C1)CC(NCc1ccncc1)(C3)C2	0	-7	4	4	-0.7	-3	2	0.0	1	-11
O=C(CSc1nnc(CNC(=O)c2ccc(F)cc2)o1)NCc1ccc2c(c1)OCO2	-12	10	0	-2	0.2	-5	0	-0.5	0	14
O=C1/C(=C/c2cccs2)SC(=S)N1NS(=O)(=O)c1ccccc1	5	4	4	3	1.6	54*	-1	0.3	5	-15
O=C(CSc1ccc(Cl)cc1)Nc1ccccc1N1CCN(C(=O)c2ccc(Cl)cc2)CC1	2	-2	16	-6	-5.5	3	2	0.1	4	-3
Cc1cc(C)n(CCNC(=O)C2CCC(=O)N(CC3CCCCC3)C2)n1 (stereo not drawn)	-1	-7	6	-1	-0.3	-3	-1	0.2	-1	8
O=C(CSc1ccc(Cl)cc1)N1CCC(c2nc3ccccc3s2)CC1	17	-3	-36	10	1.8	-2	-3	0.2	-2	9
Cc1cccc(C(=O)OCC(=O)NC2CC2)c1O	-5	-4	2	4	0.4	-2	3	3.6	2	-13
CCC(=O)Nc1ccc(C(=O)CSc2nc(N)cc(N)n2)cc1	5	1	-8	2	-0.2	0	-5	-0.1	2	2
O=C(Oc1ccc2c3c(c(=O)oc2c1)CCCC3)c1ccco1	i	-4	-8	-1	1.9	0	-3	295*	-1	0
CCOC(=O)C(Sc1cc(-c2ccccc2)nc2ncnn12)C(C)=O (stereo not drawn)	2	4	-21	-2	0.6	0	1	0.9	1	-3
CC(O)c1ccc(Oc2cnccn2)cc1 (stereo not drawn)	-5	9	-2	-1	-0.3	-1	-2	-0.1	3	2
